BRCA1 expr up = qHTS Assay to Identify Small Molecule Activators of BRCA1 Expression. MCF7-BRCA1-FFLuc reporter, luminescence, 48 h; response scale: scaled: vehicle 0%, 10 µM genistein 100%. Potency, µM (top dose mostly 46.1 µM), inactives show at the top dose activation, actives largely listed as activators. actives 1.1% (n = 380,000). AID 624202, 2012; further: nearly all actives have a fitted effect of over 80% in size; some results filed as inactive show a strong effect at the top dose
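Compounds are tested at multiple concentrations on MCF7 BRCA1-luciferase reporter cells seeded at 2000 per well; after 48 h, a single luminescence end-point is taken and curves fitted to the normalized data.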
RORg inh = qHTS for inhibitors of ROR gamma transcriptional activity; Potency, µM (series often up to 53.6 µM), without a hit: at the highest dose activity change, negative = inhibition, usual class: inhibitors; AID 2551, 2010; Drosophila S2 Gal4-RORgamma UAS-luciferase reporter, 20 h; actives 5.4% (n = 310,000); further: on the % scale 0 is the no-effect control and ±100 the full control effect; nearly all actives have a fitted effect of over 60% in size
Target sequence (P51450 whole entry, looked up, the tested form may be a part): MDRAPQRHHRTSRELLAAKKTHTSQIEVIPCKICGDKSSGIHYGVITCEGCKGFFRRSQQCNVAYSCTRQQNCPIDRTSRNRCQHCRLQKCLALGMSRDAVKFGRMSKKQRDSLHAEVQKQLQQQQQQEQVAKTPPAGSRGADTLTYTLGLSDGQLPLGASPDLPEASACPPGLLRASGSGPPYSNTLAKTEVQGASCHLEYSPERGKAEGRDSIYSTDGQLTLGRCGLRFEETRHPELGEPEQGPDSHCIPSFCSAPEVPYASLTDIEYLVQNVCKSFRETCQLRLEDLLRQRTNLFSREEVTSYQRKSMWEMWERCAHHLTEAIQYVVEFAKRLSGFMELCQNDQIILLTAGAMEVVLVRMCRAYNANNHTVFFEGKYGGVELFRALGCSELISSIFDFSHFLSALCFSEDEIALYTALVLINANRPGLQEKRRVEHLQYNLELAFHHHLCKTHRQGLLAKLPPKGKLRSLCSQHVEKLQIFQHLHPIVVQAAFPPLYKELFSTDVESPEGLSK
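Read-out: Photinus luciferase luminescence; inhibitors lower reporter signal. Insect Schneider cells with Gal4-ROR gamma fusion under metallothionein promoter, UAS reporter; 700 uM final copper sulfate induction, 20 hr, ambient temperature.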
FLuc modulator = qHTS profiling assay for firefly luciferase inhibitor/activator using purifed enzyme and Km concentrations of substrates (counterscreen for miR-21 project); Potency, µM (titrated, usually from 57.5 µM), for inactives: at the highest dose activity change, negative = inhibition, most hits filed as inhibitors; actives 6.9% (n = 360,000); purified FLuc, Km substrates, luminescence inhibition; AID 588342, 2011;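 further: plate controls were vehicle for no effect and reference inhibitor for full effect; nearly all actives have a fitted effect of over 55% in size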
Target sequence (P08659 whole entry, looked up): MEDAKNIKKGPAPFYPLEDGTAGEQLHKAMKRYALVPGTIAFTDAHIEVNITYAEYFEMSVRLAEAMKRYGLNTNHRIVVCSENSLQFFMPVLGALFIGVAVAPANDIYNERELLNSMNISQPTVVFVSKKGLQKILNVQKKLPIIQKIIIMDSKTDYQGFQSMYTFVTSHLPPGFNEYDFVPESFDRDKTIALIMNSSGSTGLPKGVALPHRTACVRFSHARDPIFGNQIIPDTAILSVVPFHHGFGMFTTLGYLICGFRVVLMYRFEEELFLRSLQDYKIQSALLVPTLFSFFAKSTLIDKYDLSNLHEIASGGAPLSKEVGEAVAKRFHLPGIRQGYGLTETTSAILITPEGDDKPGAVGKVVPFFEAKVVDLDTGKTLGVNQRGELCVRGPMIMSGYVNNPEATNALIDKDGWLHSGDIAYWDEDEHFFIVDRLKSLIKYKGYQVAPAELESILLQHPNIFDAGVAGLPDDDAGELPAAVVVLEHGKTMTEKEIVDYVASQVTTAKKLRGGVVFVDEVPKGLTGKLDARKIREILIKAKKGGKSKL
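Purified P. pyralis luciferase, 10 nM final, with Km-level 10 uM D-luciferin and 10 uM ATP in 50 mM Tris acetate pH 7.5, 10 mM Mg acetate, 0.01% Tween-20, 0.05% BSA; 6-point qHTS titration about 60 µM downward; luminescence read.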
Gal4-VP16 FLuc = VP16 counterscreen qHTS for inhibitors of ROR gamma transcriptional activity; Drosophila S2 Gal4-VP16 UAS-luciferase, luminescence, 20 h; Potency, µM (top dose mostly 53.6 µM), for the others: at the highest dose activity, negative = inhibition, hits mostly inhibitors; actives 3.5% (n = 310,000); AID 2546, 2010;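 further: Gal4-VP16 expression switched on by copper sulfate through the metallothionein promoter; on the % scale 0 is the no-effect control and ±100 the full control effect; nearly all actives have a fitted effect of over 50% in size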
uPA surface inh = qHTS for Inhibitors of Cell Surface uPA Generation; cell surface uPA generation assay, qHTS; Potency, µM (titrated, usually from 38.3 µM), without a hit: top-dose activity change, negative = inhibition, hits mostly inhibitors; actives 0.31% (n = 330,000); AID 540303, 2011; active means well fitted inhibition curve with a large enough effect; inconclusive means small, poorly fitted or top-dose-only effect; inactive means no such curve, though single readings can be large or run the other way; tested in mouse RAW 264.7 cells; further: on the % scale 0 is the no-effect control and ±100 the full control effect; nearly all actives have a fitted effect of over 55% in size
ELG1 genotoxic = qHTS screen for small molecules that induce genotoxicity in human embryonic kidney (HEK293T) cells expressing luciferase-tagged ELG1; Potency, µM (doses to about 46 µM), for inactives: at the top dose activity change, positive = activation, actives largely listed as activators; AID 504466, 2011; HEK293T ELG1-luciferase reporter, luminescence, 16 h; actives 1.3% (n = 330,000); further: % of control where 0% means no effect; nearly all actives have a fitted effect of over 60% in size
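HEK293T cells expressing luciferase-tagged ELG1 were exposed to compound or DMSO vehicle for 16 hr at 37 °C and 5% CO2. Luciferase activity was then measured with ONE-Glo after 30 min at room temperature.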
Rab9 promoter act = qHTS Assay for Rab9 Promoter Activators; Huh7 Rab9 promoter-luciferase reporter, luminescence, 24 h; Potency, µM (series often up to 9.22 µM), for inactives: at the top dose activation, negative = inhibition, hits mostly activators; actives 2.8% (n = 320,000); further: % of control where 0% means no effect; nearly all actives have a fitted effect of over 60% in size
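Luminescence from Amplite-detected luciferase (10 minutes, ambient) reports Rab9 promoter activation. Before that, stable Rab9-luciferase Huh7 cells (1500/well, reduced-serum OP-MEM I plus 10% FBS) were exposed to compound for 24 hours at 37C.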
p53 reactivator = qHTS assay for re-activators of p53 using a Luc reporter | H1299 p53-A138V BP100-luciferase reporter, luminescence, 24 h | Potency, µM (titrated, usually from 92.2 µM), for the others: top-dose activity change, positive = activation, usual class: activators | actives 0.063% (n = 320,000) | AID 504706, 2011; further: % of control where 0% means no effect; nearly all actives have a fitted effect of over 45% in size
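p53-null H1299 cells stably carrying temperature-sensitive p53-A138V and a BP100-luciferase reporter were pinned with compounds (4-point, 1:5 series) and held 24 hrs at 37 deg C. Luminescence was read 10 min after detection reagent.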
NPC1 promoter act = qHTS Assay for NPC1 Promoter Activators | Huh7 NPC1 promoter luciferase reporter, 24 h | Potency, µM (doses to about 9.22 µM), for the others: at the top dose activation, usual class: activators | actives 2.4% (n = 320,000) | AID 485313, 2010;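 further: % of control where 0% means no effect; nearly all actives have a fitted effect of over 60% in size; reporter is driven by a mutant NPC1 promoter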
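Stable NPC1-promoter luciferase Huh7 line; cpd (DMSO) 24 h, 37 °C, 5% CO2; Amplite luciferase reagent 10 min RT; luminescence readout. qHTS format.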
MBNL1 CUG block = qHTS Assay for Inhibitors of MBNL1-poly(CUG) RNA binding | Potency, µM (top dose mostly 57.5 µM), inactives show at the highest dose activity change, negative = inhibition, actives largely listed as inhibitors | Muscleblind-like protein 1 (Homo sapiens), Q9NR56 | actives 0.036% (n = 280,000) | AID 2675, 2010 | TR-FRET MBNL1-His/biotin-(CUG)12 binding, 665/545 ratio; active means well fitted inhibition curve with a large enough effect in the signal ratio, with a control signal flat, not every such curve was filed as active; inconclusive means small, poorly fitted or top-dose-only effect, or effect the other way, or a change in a side signal; inactive means no such curve, though single readings can be large or run the other way; the % refers to the signal ratio; further: on the % scale 0 is the no-effect control and ±100 the full control effect
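Compounds (final 92 nM to 58 uM) are added to His-tagged MBNL1 and biotin-(CUG)12, then terbium anti-His antibody and streptavidin-XL665 (5 nM final). After 60 min at room temperature, the 665/545 nm ratio is read.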
The depositor's hits bear a star; ? = inconclusive; . = no result given; [ ] = remark or other dose. Unless noted, the call rests on the fitted dose curve; in most records, active means well fitted curve in the direction sought with a large enough effect; inconclusive means small, poorly fitted or top-dose-only effect, or another doubt; inactive means no such curve, though single readings can be large; an effect the other way counts as inactive or inconclusive. Potency means the concentration at half of the fitted maximal effect.

Each structure is followed by: RORg inh	BRCA1 expr up	FLuc modulator	NPC1 promoter act	Rab9 promoter act	Gal4-VP16 FLuc	MBNL1 CUG block	uPA surface inh	p53 reactivator	ELG1 genotoxic
COC(=O)c1[nH]c2ccccc2c1NC(=O)CN1CCCCCC1
→ -11%	-38%	4%	8%	3%	3%	-2%	-7%	2%	-4%
CCC1CCCCN1Cc1ccc(OC)c(C)c1C (stereo not drawn)
→ 11µM*	-13%	-3%	-2%	-2%	4%	2%	17%	3%	-3%
CC(O)C(=O)N/N=C/c1ccccc1C(=O)O (stereo not drawn)
→ -8%	-3%	0%	0%	-10%	1%	-8%	1%	0%	4%
CC1(c2ccc3ccccc3c2)NC(=O)N(CC(=O)N2CCN(Cc3ccc(C#N)cc3)CC2)C1=O (stereo not drawn)
→ .	-46%	1%	-36%[inhibitor]	-39%[inhibitor]	.	.	?	-1%	-5%
O=C(Nc1ccc2nc(-c3ccccn3)[nH]c2c1)C1CCCCC1
→ -25%	22%	5.4µM*	?	?	?	-1%	-6%	14%	21µM*
N#Cc1ncc(C(F)(F)F)cc1Sc1ccccc1N
→ 14%	-27%	3%	0%	-1%	-8%	-1%	-1%	-1%	7%
Cc1c(Br)ccc(NC(=O)COc2ccccc2C(N)=O)c1C
→ 41%	28%	7%	-2%	-6%	-12%	0%	5%	0%	-2%
COc1ccc(CNC(=O)c2cc(-c3ccccc3O)n[nH]2)cc1
→ 13%	6%	0%	6%	-2%	-6%	5%	2%	-1%	-4%
COc1ccc(NC(=O)c2ccco2)cc1NC(=O)c1cccc(F)c1
→ 23%	-19%	?	-5%	-4%	1%	-8%	0%	-8%	-2%
CCN1CCN(CCC(=O)Nc2ccccc2)CC1
→ 3%	38%	0%	4%	-1%	-6%	-2%	-3%	8%	1%
COc1cccc(OCCCCN2CCCCC2)c1
→ -51%	8%	-2%	-2%	-7%	-3%	-7%	.	-4%	0%
COC(=O)c1cccc(S(=O)(=O)N2CCC(NC(=O)Nc3cccc(F)c3)CC2)c1
→ 39%	-15%	9%	0%	4%	2%	1%	.	-3%	-5%
CC(NC(=O)CNC(=O)c1cccc(Cl)c1)c1ccccc1 (stereo not drawn)
→ -23%	-4%	0%	0%	1%	?	-18%	-9%	-6%	1%
CCCCn1c(N)c(N(CC(C)C)C(=O)C2CC(=O)N(c3ccc(CC)cc3)C2)c(=O)[nH]c1=O (stereo not drawn)
→ .	-16%	5%	0%	-7%	.	.	2%	3%	-4%
COc1cc(NC(=O)c2sc(C)nc2C)c(OC)cc1NC(=O)c1ccccc1
→ 3%	-9%	2%	-3%	-6%	-12%	-1%	-5%	1%	-10%
COc1ccc(CC(=O)OCc2csc(CC(=O)Nc3ccc(C)cc3)n2)cc1
→ .	-2%	.	.	.	.	.	1%	28%	3%
Cn1cc(Cl)c(C(=O)OCC(=O)Nc2cccc(Cl)c2)n1
→ -14%	-2%	2%	-4%	-2%	17%	-10%	-5%	-4%	-2%
CCc1ccccc1NC(=S)NCC1CCN(c2ccc(OC)cc2)C1 (stereo not drawn)
→ 2.5µM*	-14%	-4%	-7%	0%	10µM*	0%	5%	-1%	-5%
CN(CC(=O)Nc1ccccc1Br)C(=O)c1ccncc1
→ 10%	0%	5%	0%	12%	-14%	-5%	-27%	3%	-2%
COc1cc(CCC(=O)OCC(=O)Nc2ccc3c(c2)OCO3)cc(OC)c1OC
→ -5%	-13%	-4%	1%	0%	6%	-1%	0%	8%	13%
O=C1CSC(c2cn(-c3ccccc3)nc2-c2cc3ccccc3oc2=O)N1Cc1ccco1 (stereo not drawn)
→ 8%	-50%	-1%	-1%	-3%	-2%	3%	-11%	-4%	-2%
CCCc1cc(=O)[nH]c(SCC(=O)N(CC)C2CCS(=O)(=O)C2)n1 (stereo not drawn)
→ -4%	10%	5%	-3%	-2%	2%	1%	-2%	-4%	2%
O=C(CCc1nc2ccccc2c(=O)[nH]1)Nc1ccccc1N1CCCC1
→ .	-15%	1%	-4%	-2%	.	.	-5%	-3%	0%
Cc1cccc(C(=O)Nc2cccc(C(=O)NC3CCCC3)c2)c1
→ 30%	21%	?	18%	13%	-8%	-10%	-2%	-12%	-7%
O=C(CSC1=NCCN1)NC1CCCCCC1
→ -34%	-20%	6%	0%	13%	-3%	-2%	-9%	-18%	-14%
CN(C(=O)COC(=O)C1CCN(S(=O)(=O)c2ccc3c(c2)OCCO3)CC1)C1CCCCC1
→ .	-8%	2%	1%	2%	.	.	5%	0%	14%
Cc1nnc(SC(C)C(=O)NCC2CCCO2)n1-c1ccccc1 (stereo not drawn)
→ -1%	3%	2%	-4%	-1%	-6%	-6%	5%	-23%	-5%
COc1cc(NC(=O)C2CC(=O)NC3=C2C(=O)CCC3)c(OC)cc1Cl (stereo not drawn)
→ 2%	1%	1%	1%	-4%	-6%	2%	.	3%	8%
S=c1[nH]nc(CSc2nc3ccccc3s2)n1Cc1ccccc1
→ 4µM*	-16%	1%	5%	-5%	-11%	22%	7%	0%	-3%
COCCNC(=O)c1onc(CSc2cccc(OC)c2)c1C(=O)NCCOC
→ .	-1%	1%	-2%	-5%	.	.	1%	-6%	4%
O=C(O)c1ccccc1C(=O)NCCCCCCNC(=O)c1ccccc1C(=O)O
→ 20%[1.91 µM]	-15%	2%	1%	0%	1%	1%	2%	.	-3%
CCCOc1nc2c(c(=O)n(C)c(=O)n2C)n1CC
→ 29%	.	1%	0%	9%	-6%	-4%	.	0%	2%
COc1ccc(C2=NN(C(C#N)c3ccc(OC)cc3)C(c3ccccc3)C2)cc1 (stereo not drawn)
→ ?	?	24µM*	?	?	?	2%	-8%	?	?
CN(C)c1oc(-c2cccs2)nc1C#N
→ 7%	-21%	0%	1%	-2%	-1%	?	0%	0%	8%
O=C1CCCC/C1=C/Nc1ccc2c(c1)OCO2
→ -4%	20%	11µM*	2.8µM*	3.5µM*	-8%	?	-2%	?	?
COc1ccc(CN2CCN(Cc3ccccc3F)CC2)c(OC)c1
→ 10%	-11%	6%	-5%	-9%	5%	-8%	-1%	-2%	-7%
Cc1cc(C)c(C)c(OCCCCN2CCCCC2)c1
→ -31%	-31%	-5%	0%	-2%	-10%	-5%	-2%	-2%	-3%
CCN(CC(=O)Nc1cc(Cl)ccc1C)C(=O)C1CC1
→ .	-15%	-1%	0%	-1%	.	.	9%	0%	2%
COc1cccc(CN(C)C(=O)CSCC(=O)Nc2cc(C)on2)c1OC
→ .	-4%	5%	2%	1%	.	.	-7%	3%	-2%
O=C(Nc1cccc(F)c1)C1CCN(S(=O)(=O)c2cnc[nH]2)CC1
→ -18%	16%	0%	-4%	-3%	2%	-7%	-8%	6%	0%
CC12CC(O)C3c4ccc(O)cc4CCC3C1CC/C2=N\O (stereo not drawn)
→ 2%	-28%	-3%	-2%	-3%	-5%	3%	2%	-2%	-2%
Cc1ccc(C23CC4CC(CC(NC(=O)NCCN(C)C)(C4)C2)C3)cc1
→ ?	0%	0%	-3%	-1%	0%	0%	0%	5%	0%
CCCCN(C)C(=O)c1sc2ncn(CC)c(=O)c2c1C
→ 12%	4%	3%	.	.	18%	-12%	-3%	.	.
CC(C)CC(=O)Nc1nnc(CSCc2ccc(F)cc2)s1
→ -9%	0%	-2%	2%	-6%	2%	20%	4%	-1%	-3%
CCCC(=O)Nc1c2c(nc3ccccc13)N(c1ccccc1)CC2
→ 1%	-17%	2%	-1%	-2%	-3%	35%[activator]	0%	-1%	-5%
NC(=O)Cn1c(=O)n(CCc2ccccc2)c(=O)c2c3c(sc21)CCCC3
→ -11%	-25%	-1%	1%	-1%	1%	0%	-4%	0%	?
C=CCc1cccc2cc(C(=O)N3CCOCC3)c(=O)oc12
→ -26%[1.91 µM]	3%	-1%	-4%	0%	1%	-3%	4%	.	0%
CC(NC(=O)CN1C(=O)COc2ccccc21)c1ccccc1 (stereo not drawn)
→ -12%[0.365 µM]	-1%	2%	9%	1%	.	-1%	5%	1%	1%
COc1cc(OC)cc(C(=O)NC(C(=O)Nc2ccc3c(c2)OCO3)C(C)C)c1 (stereo not drawn)
→ .	-20%	-15%	-2%	-1%	.	.	-15%	0%	1%
CC(C)(C)OC(=O)NCC(=O)NNC(=O)C(C(=O)OCc1ccccc1)c1ccccc1 (stereo not drawn)
→ .	0%	.	.	.	.	.	0%	5%	-1%
CC1CCN(C(=O)CN(c2ccc3c(c2)OCO3)S(C)(=O)=O)CC1
→ -12%	2%	-2%[2.3 µM]	4%	-3%	-4%	0%	-3%	-3%	3%
